# 14-3-3 PPI – alters human 14-3-3 gamma binding to Raf peptide | FP, 14-3-3gamma / TMR-pS259-Raf peptide binding | inhibition, % at 40 µM | 160,000 compounds, 0.19% hits | AID 422; in the data active = inhibition above about 30%;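 note: 0% = protein plus tracer without compound and 100% = blank with tracer alone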
# Target sequence (P61981 whole entry, looked up): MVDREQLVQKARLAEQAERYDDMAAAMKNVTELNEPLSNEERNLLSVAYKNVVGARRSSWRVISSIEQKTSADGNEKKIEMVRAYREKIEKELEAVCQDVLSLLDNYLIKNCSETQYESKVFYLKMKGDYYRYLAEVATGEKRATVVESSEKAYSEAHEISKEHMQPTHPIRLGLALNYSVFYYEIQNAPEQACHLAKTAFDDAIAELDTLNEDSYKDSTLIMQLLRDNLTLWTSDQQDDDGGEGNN
# The depositor's hits bear a star; & = joins results of further samples.
SMILES,14-3-3 PPI
CCCCCc1ccc(-c2ccc(C(=O)O)cc2)cc1,-5
Cn1c(=O)c(=O)n(C)c2cc(S(=O)(=O)N3CCC(Cc4ccccc4)CC3)ccc21,0
CCC(Sc1nc(C)nc2c1c(=O)n(C)c(=O)n2C)C(=O)O (stereo not drawn),-5
Cc1c(-c2cccs2)nc2ccc(Br)cc2c1C(=O)O,-3
O=C1c2ccccc2-c2ccc(Br)c3cccc1c23,-1
Cc1cc(C)c(NS(=O)(=O)c2cccc3c2C(=O)c2ccccc2C3=O)c(C)c1,2
COc1ccc2nc3oc(C(=O)NCc4cccs4)cc3cc2c1,3&-2
CC(C)CCNC(=O)CCS(=O)(=O)Cc1cccc(Cl)c1,-2
CCOc1cc(C2C(C(=O)OC(C)C)=C(C)NC3=C2C(=O)CC(c2ccccc2)C3)ccc1OC(C)=O (stereo not drawn),7
CCCCCC(=O)Nc1ncc2c(n1)CC(c1ccc(C)cc1)CC2=O (stereo not drawn),3
CC1(C)CC(=O)C2=C(C1)Nc1nc(SCc3ccccc3)[nH]c(=O)c1C2c1ccccn1 (stereo not drawn),-9
CCS(=O)(=O)Nc1cccc(C2=NN(S(=O)(=O)CC)C(c3ccc(F)cc3)C2)c1 (stereo not drawn),-238
Cc1ccc(-c2csc(NC(=O)c3cccs3)n2)cc1C,-5
COc1ccc(CCNC(=O)C2(C)CCC(=O)N2Cc2cccs2)cc1OC (stereo not drawn),-5
CCc1cc2c(SCC(=O)c3ccc(F)cc3)ncnc2s1,-6
Cc1ccccc1NC(=O)CSc1nc(-c2ccccc2)cn1-c1ccccc1C,-1
Oc1ccc(Br)cc1C1Nc2cccc3cccc(c23)N1,-2
COc1cc(OC)cc(-c2nnc(SCC(=O)N3c4ccccc4Sc4ccccc43)o2)c1,8
Cc1ccc(C(=O)Nc2sc3c(c2C(=O)N2CCOCC2)CCCCC3)cc1,-3
Cc1ccc(C(=O)NCCn2cc(SCC(=O)Nc3nnc(C)s3)c3ccccc32)cc1,1
CCOc1ccc(-n2nc(C(=O)Nc3cc(Cl)ccc3OC)c3ccccc3c2=O)cc1,3
Cc1ccc(NC(=O)c2cc3c(ccc4ccccc43)o2)cc1C,-10
CC1=C(C(=O)OC2CCCCC2)C(c2cccc(Br)c2)n2ncnc2N1 (stereo not drawn),1
Cc1nc2nc(=S)[nH]n2c(C)c1Cc1ccccc1F,4
COc1ccc2cc(C(c3nnnn3C(C)(C)C)N3CCc4ccccc4C3)c(=O)[nH]c2c1 (stereo not drawn),-7
CCOC(=O)Cc1csc(NC(=O)c2cnc3scc(C)n3c2=O)n1,-2
COc1cccc(C(=O)NC2(C(F)(F)F)NC(=O)N(CC(C)C)C2=O)c1 (stereo not drawn),-3
COc1ccc(-c2[nH]c(-c3cccc(OC)c3)nc2SCC(=O)NCc2ccco2)cc1,4
CCOC(=O)CC(=O)CSc1nc2ccccc2c(=O)n1C1CCCCC1,-6
Cc1[nH]c(=O)[nH]c(=O)c1S(=O)(=O)N1CCCC(C(=O)NCCc2ccccc2)C1 (stereo not drawn),-7
CC(C)CCSc1nnc2[nH]c(=O)cc(N)n12,3
C=CCn1c(C)cc(C(=O)CSc2nnc(-c3cccc(S(=O)(=O)N(CC)CC)c3)o2)c1C,-5
O=c1cc(N2CCc3ccccc3C2)[nH]c(=O)n1Cc1ccc(F)cc1,-4
O=C(NCc1ccccn1)c1cc(-c2ccc(Cl)cc2)nc2ccccc12,-19
COc1cc2c(C(=O)N(C)c3ccccc3C)cn(C)c(=O)c2cc1OC,-5
CC(=O)c1ccc(OCCCC(=O)OCC(=O)N2CCN(c3ccccc3)CC2)cc1,-1
Oc1c(I)cccc1C=Nc1ccc2c3c(cccc13)CC2,-51
Nc1cc(OC(=O)c2ccccc2F)nn1S(=O)(=O)c1ccc(Cl)cc1,2
CSc1nc2c(c(=O)n1Cc1ccccc1)SC(C)C2 (stereo not drawn),1&-1
CCOC(=O)c1cc2c(=O)n3cccc(C)c3nc2n(CC2CCCO2)c1=N (stereo not drawn),-2
Cc1ccccc1-n1nc2c(c1NC(=O)c1ccc(C(C)(C)C)cc1)CSC2,3
Cc1ccc2c(c1)[C@H]1OCC[C@H]1[C@@H](c1ccncc1)N2,-1
CC(=O)c1c(N)nc2n(c1=O)CCCCC2,-7
CC1(C(=O)CSc2nc3ccccc3s2)CCC(=O)O1 (stereo not drawn),-2
Cc1ccc(Nc2nnc(C(C)(C)C)c(=O)[nH]2)cc1,-6

# At a glance, some entries already given:
SMILES,14-3-3 PPI
CC1(C(=O)CSc2nc3ccccc3s2)CCC(=O)O1 (stereo not drawn),-2
Cc1ccc(Nc2nnc(C(C)(C)C)c(=O)[nH]2)cc1,-6

# Next section
SMILES,14-3-3 PPI
COc1cc(-c2nc3cnccc3n2C)cc(OC)c1OC,5
CC(=O)Nc1nc(SCc2ccccc2)n[nH]1,1
Cc1cccc(N2C(=O)C(=O)/C(=C(/O)c3ccccc3)C2c2cccc(F)c2)c1 (stereo not drawn),1
c1ccc2c(c1)nc1sc3c(n12)CCCC3,-3
Cc1nnc(SCC(=O)Nc2sc3c(c2C#N)CCCC3)s1,-24
Cc1occc1C(=O)Nc1cccnc1,0
Cc1ccc(S(=O)(=O)N(C)Cc2nc(-c3ccccn3)no2)cc1,-2
C=CCc1cccc2cc(C(=O)N3CCCCCC3)c(=O)oc12,-5
N/C(=N\c1nc2ccccc2o1)NC(=O)C1CC1,-8
CC(=O)Oc1ccccc1C(=O)Oc1ccc(/C=N/n2cnnc2)cc1,1
CCOc1ccccc1NC(=O)c1c(NC(=O)c2ccccc2F)sc2c1CCC(C)C2 (stereo not drawn),7
CCCCC1SC(=Nc2ccccc2)N(S(=O)(=O)c2ccc(C)cc2)C1=O (stereo not drawn),-7
COc1ccc(-c2c3c(nc4sc(C(=O)Nc5ccc(C)cc5)c(N)c24)CC(C)(C)CC3=O)cc1,-33
COC(=O)C1=C(C)NC2=C(C(=O)c3ccccc32)C1c1ccc(O)c(Br)c1 (stereo not drawn),-102
CCOC(=O)c1c(-c2ccccc2)csc1NC(=O)CN1C(=O)c2ccccc2C1=O,3

# Entries from the list above that contain a thiophene ring, fused or not (ten):
SMILES,14-3-3 PPI
Cc1c(-c2cccs2)nc2ccc(Br)cc2c1C(=O)O,-3
COc1ccc2nc3oc(C(=O)NCc4cccs4)cc3cc2c1,3&-2
Cc1ccc(-c2csc(NC(=O)c3cccs3)n2)cc1C,-5
COc1ccc(CCNC(=O)C2(C)CCC(=O)N2Cc2cccs2)cc1OC (stereo not drawn),-5
CCc1cc2c(SCC(=O)c3ccc(F)cc3)ncnc2s1,-6
Cc1ccc(C(=O)Nc2sc3c(c2C(=O)N2CCOCC2)CCCCC3)cc1,-3
Cc1nnc(SCC(=O)Nc2sc3c(c2C#N)CCCC3)s1,-24
CCOc1ccccc1NC(=O)c1c(NC(=O)c2ccccc2F)sc2c1CCC(C)C2 (stereo not drawn),7
COc1ccc(-c2c3c(nc4sc(C(=O)Nc5ccc(C)cc5)c(N)c24)CC(C)(C)CC3=O)cc1,-33
CCOC(=O)c1c(-c2ccccc2)csc1NC(=O)CN1C(=O)c2ccccc2C1=O,3

# The listing continues:
SMILES,14-3-3 PPI
C=CCn1c(SCc2nc3ccccc3[nH]2)nnc1-c1ccncc1,-17
O=c1ccn(-c2nc(-c3cccs3)cc(C(F)(F)F)n2)c(=O)[nH]1,-1
CCN1CCN(c2ncc(C(=O)Nc3cc(Cl)ccc3OC)c3ccccc23)CC1,-2
CC(C)=C(NC(=O)c1ccccc1)C(=O)NCCCC(=O)O,-1
COC(=O)c1ccc(C2N(Cc3ccc(F)cc3)CCCN2Cc2ccc(F)cc2)cc1,0
Cc1[nH]c2ccccc2c1Cc1nnc(SCC(N)=O)n1Cc1ccco1,-4
Cc1cccc(OCCCCCCc2c(C)n[nH]c2C)c1C,-16
Oc1sc(-c2ccccc2)cc1C=NCCN=Cc1cc(-c2ccccc2)sc1O,-9
CCOC(=O)c1ccc(N2C(=O)C(Oc3ccc(Cl)cc3)C2c2ccc(OCC)cc2)cc1 (stereo not drawn),4
COc1ccc(Nc2nnc(-c3ccc(C)c(S(=O)(=O)NC(C)C)c3)c3ccccc23)cc1C(=O)N1CCCCC1,-9
CC1(C)CNC(=O)c2sc(NC(=O)CN3CCOCC3)nc2C1,1
CCc1cccc(CC)c1NC(=O)C1CC(=O)N(c2ccc(C)c(Cl)c2)C1 (stereo not drawn),5
CCOC(=O)c1c(NC(=O)c2ccc(C)cc2)sc(C(=O)Nc2ccccc2)c1C,-8
O=[N+]([O-])c1cccc(-c2nc(-c3ccc(Br)cc3)no2)c1,8
O=C(Nc1ccc(Cl)cc1)N(Cc1cccnc1)Cc1ccco1,-1&-1
CCN(CC)c1ccc2cc(C(N)=O)c(=Nc3ccccc3C)oc2c1,-7
COC(=O)C(NC(=O)c1ccccc1F)(Nc1ccc(Cl)cn1)C(F)(F)F (stereo not drawn),1
COC(=O)[C@H]1C2CCC(C(=O)OC)(CC2)[C@H]1C(=O)OC,-2
O=C1CC(N2CCN(S(=O)(=O)c3ccccc3)CC2)C(=O)N1c1ccccc1 (stereo not drawn),0
COCCCN1C(=O)C(=O)/C(=C(/O)c2ccc(C)cc2)C1c1ccc(Br)cc1 (stereo not drawn),6
O=[N+]([O-])c1ccccc1S(=O)(=O)Nc1cccc2cccnc12,-11
O=C(Nc1ccccc1)NC1CS(=O)(=O)CC1O (stereo not drawn),-11
O=[N+]([O-])c1ccc(N2CCOCC2)cc1NCc1cccnc1,-13
COc1ccc(C)cc1NC(=O)CN1C(=O)c2ccccc2S1(=O)=O,-4
COc1cc2[nH]c(=O)n(CCC(=O)NCCc3ccccc3)c(=O)c2cc1OC,-4
Cc1ccc(O)c(CN2CCCCC2)c1,4
CCC(C)n1c(=S)[nH]c2ccc(Cl)cc2c1=O (stereo not drawn),-4
CCC(=O)N1CCc2cc(S(=O)(=O)CCC(=O)Nc3cc(C)ccc3C)ccc21,-7
COC(=O)c1ccc(C2C3=C(Nc4c2c(=O)n(C)c(=O)n4C)c2ccccc2C3=O)cc1 (stereo not drawn),-35
O=C(NCc1cccnc1)c1cc2n(n1)C(C(F)(F)F)CC(c1ccc3c(c1)OCO3)N2 (stereo not drawn),-4
CCOC(=O)c1ccc(-n2c(N)c(C(=O)NCC3CCCO3)sc2=S)cc1 (stereo not drawn),-6
COc1cccc(-c2nnc(NC(=O)c3ccc(S(=O)(=O)N4CCCC4)cc3)o2)c1,-12
Brc1ccc(-c2csc(/N=C/N3CCOCC3)n2)cc1,-8
Cc1cc(-n2c(C)cc(C(=O)CN3C(=O)NC4(CCCCC4)C3=O)c2C)no1,-3
Cn1c2ccccc2c2cc(I)ccc21,5
Cc1ccc(CNc2oc(C)nc2C#N)cc1,10
COC(=O)c1ccc(N2C(=O)CSC2c2ccccc2)cc1 (stereo not drawn),-1
COc1ccc(C2C(C(C)=O)=C(O)C(=O)N2CCc2ccccc2)c(OC)c1 (stereo not drawn),3
CC(=O)NC1=NN(C(C)=O)C(C)(c2ccc(F)cc2)S1 (stereo not drawn),0
O=C1OC(c2ccc(O)cc2)(c2ccc(O)cc2)c2ccccc21,2&2
O=C1C2C(C(=O)N1c1ccccc1)N1CCCN1C2c1ccccc1 (stereo not drawn),4
COc1cccc(CNC(=O)C2CCN(S(=O)(=O)c3ccc(Br)s3)CC2)c1,-4
COc1cc(C2Nc3ccc4ccccc4c3C3=C2C(=O)CC(C)(C)C3)cc(Cl)c1O (stereo not drawn),-6
CCCC12CN3CC(CCC)(CN(C1)C3c1ccccc1O)C2=O (stereo not drawn),1
CC1(C)CC(=O)C2=C(C1)c1c(ccc3ncccc13)NC2c1cccs1 (stereo not drawn),2

# Five entries from above, ordered by SMILES length, highest first:
SMILES,14-3-3 PPI
Cc1[nH]c(=O)[nH]c(=O)c1S(=O)(=O)N1CCCC(C(=O)NCCc2ccccc2)C1 (stereo not drawn),-7
Cc1cc(-n2c(C)cc(C(=O)CN3C(=O)NC4(CCCCC4)C3=O)c2C)no1,-3
O=C1CC(N2CCN(S(=O)(=O)c3ccccc3)CC2)C(=O)N1c1ccccc1 (stereo not drawn),0
COc1ccc(C)cc1NC(=O)CN1C(=O)c2ccccc2S1(=O)=O,-4
O=C1C2C(C(=O)N1c1ccccc1)N1CCCN1C2c1ccccc1 (stereo not drawn),4

# (cont.)
SMILES,14-3-3 PPI
COc1ccccc1Cc1noc(C(C)(C)NC(=O)c2ccccc2)n1,-2
CN(C)CCCNC(=O)c1ccc2[nH]c3c(c2c1)CCCC3,-7
O=S(=O)(Nc1cccc(C(F)(F)F)c1)c1cccc2nonc12,-3
Cc1cc(NS(=O)(=O)c2ccc(NC(=O)CCCOc3ccc(Cl)cc3)cc2)no1,7
CCCOc1ccc(N2C(=O)CC(N3CCC(C(N)=O)(N4CCCCC4)CC3)C2=O)cc1 (stereo not drawn),5
CCc1ccc(-c2nn(-c3ccccc3)cc2C2SCC(=O)N2Cc2ccccc2)cc1 (stereo not drawn),6
Cc1cc(C)c(S(=O)(=O)N2CCC(C(N)=O)CC2)c(C)c1,-11
Cc1ccc(NC(=O)C2C3C=CC4(O3)C2C(=O)N(C2CCC(C)CC2)C4C(=O)NC2CCCCC2)cc1 (stereo not drawn),-4
CCN(CC)c1ccc(C2N(C(=O)c3ccccc3)CCN2S(=O)(=O)c2ccccc2)cc1 (stereo not drawn),-2
O=C(Cn1nc(Cc2ccncc2)c2ccccc2c1=O)N1CCc2ccccc2C1,1
CC(=NCC1CCNCC1)C1=C(O)CC(C)(C)CC1=O,-13
Cc1ccccc1NC(=O)CSc1nc2ccccc2o1,3
Cc1ccc(C(=O)NCc2ccc(S(N)(=O)=O)cc2)cc1C,-5
C=CCOC(=O)CCC(=O)NCc1ccccc1,0
O=C(Cn1ncc2ccccc21)N1CCN(c2cccc(C(F)(F)F)c2)CC1,1
O=C(NC12CC3CC(CC(C3)C1)C2)c1nn2c(C(F)(F)F)cc(-c3cccs3)nc2c1Br,-4
Cc1nc2c(C(=O)NCCCN3CCCC(C)C3)cnn2c(C)c1Cc1ccccc1 (stereo not drawn),-152
Brc1ccc(NCc2nc3ccccc3n2CCOc2ccccc2)cc1,-3
O=C(Cc1ccc(Cl)cc1)Nc1ccc2oc(-c3ccccc3)nc2c1,-1
C=CCNC(=O)CN1C(=O)C(CC)Oc2ccc(C)cc21 (stereo not drawn),-1
CC(C(=O)N1CCOCC1)N1c2cccc3cccc(c23)S1(=O)=O (stereo not drawn),6
C=CCn1c(CCCNC(=O)CC)nc2ccccc21,5
O=C(c1cccc(Cl)c1)N1CCCC(C(=O)N2CCc3ccccc3C2)C1 (stereo not drawn),-1
CCSc1nnc(NC(=O)CSc2ncccn2)s1,4&2

# An excerpt; the hit share may differ from the screen's.
